Source: PubChem
TDP1 cell CPT – DT40-hTDP1 cell growth loss with CPT. AID 686979. Potency, µM (series often up to 46.2 µM), without a hit: top-dose activity change, negative = growth inhibition, hits mostly inhibitors. chicken DT40 Tdp1-/-;hTDP1 cells + 20 nM CPT, ATP luminescence, 48 h. hit rate 12% among 420,000; further: nearly all actives have a fitted effect of over 55% in size
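Cell growth measured by CellTiter-Glo luminescence after a minimum 48 h, 37 C compound exposure with 20 nM CPT in Tdp1-knockout DT40 cells stably expressing hTDP1, seeded 400/well; qHTS titration format.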
GCN5L2 inh – blocks human GCN5L2 histone acetyltransferase; Q92830; GCN5L2 HAT assay, ThioGlo1 CoA-SH fluorescence; Potency, µM (highest dose often 58.9 µM), inactives show top-dose activity change, negative = inhibition, most hits filed as inhibitors; hit rate 0.21% among 390,000; AID 504327
Target sequence (Q92830 whole entry, looked up): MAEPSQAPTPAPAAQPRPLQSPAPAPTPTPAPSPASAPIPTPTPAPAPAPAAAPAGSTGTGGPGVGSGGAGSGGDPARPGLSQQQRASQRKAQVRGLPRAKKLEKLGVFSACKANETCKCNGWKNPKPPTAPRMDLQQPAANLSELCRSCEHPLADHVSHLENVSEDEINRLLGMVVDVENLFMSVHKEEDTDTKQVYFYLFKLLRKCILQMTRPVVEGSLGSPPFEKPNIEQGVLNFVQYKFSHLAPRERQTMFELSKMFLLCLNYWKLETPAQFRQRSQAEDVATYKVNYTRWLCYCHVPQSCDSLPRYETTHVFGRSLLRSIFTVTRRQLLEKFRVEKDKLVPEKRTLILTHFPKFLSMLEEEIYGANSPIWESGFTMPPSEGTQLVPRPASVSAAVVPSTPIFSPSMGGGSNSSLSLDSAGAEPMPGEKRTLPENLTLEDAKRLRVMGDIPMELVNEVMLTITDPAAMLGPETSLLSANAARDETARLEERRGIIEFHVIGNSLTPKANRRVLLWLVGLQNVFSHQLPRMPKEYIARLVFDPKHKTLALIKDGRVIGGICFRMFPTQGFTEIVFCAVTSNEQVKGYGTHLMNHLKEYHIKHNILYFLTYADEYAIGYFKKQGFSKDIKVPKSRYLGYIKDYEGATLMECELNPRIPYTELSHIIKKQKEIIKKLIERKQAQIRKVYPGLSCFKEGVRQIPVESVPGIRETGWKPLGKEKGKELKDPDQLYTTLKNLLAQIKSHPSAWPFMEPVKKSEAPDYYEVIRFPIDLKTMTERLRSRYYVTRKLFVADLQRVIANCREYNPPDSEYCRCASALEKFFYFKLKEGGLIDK
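Titration-based screen in which CoA formation is detected via maleimide probe ThioGlo1 (50uM) turning fluorescent on thiol reaction; substrates H3(1-25) 75uM and acetyl-CoA 70uM, GCN5L2 20nM, 20 min incubation at room temperature.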
TDP1 cell noCPT – qHTS for Inhibitors of human tyrosyl-DNA phosphodiesterase 1 (TDP1): qHTS in cells in absence of CPT | hit rate 15% among 420,000 | AID 686978, 2013 | DT40 Tdp1-/- hTDP1 cells, no CPT, ATP luminescence, 48 h | Potency, µM (titrated, usually from 46.2 µM), for the others: top-dose activity change, negative = growth inhibition, usual class: inhibitors; further: nearly all actives have a fitted effect of over 55% in size
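Chicken DT40 Tdp1-/- cells stably complemented with human TDP1 were seeded at 400 cells/well with DMSO in place of 20 nM camptothecin. After compound pinning, cells grew at least 48 hr at 37 °C; viability read by CellTiter-Glo luminescence.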
The depositor's hits bear a star; ? = inconclusive; nt = no result given; [ ] = dose if it differs, or a comment. The call rests on the fitted dose curve; in most records, active means well fitted curve in the direction sought with a large enough effect; inconclusive means small, poorly fitted or top-dose-only effect, or another doubt; inactive means no such curve, though single readings can be large; an effect the other way counts as inactive or inconclusive. On the % scale 0 is the no-effect control and ±100 the full control effect; potency means the concentration at half of the fitted maximal effect.

Each structure is followed by: GCN5L2 inh | TDP1 cell noCPT | TDP1 cell CPT
- O=Cc1ccc(-c2c(-c3ccccc3)oc3c2C(OCCCCO)CCC3)o1 (centres undefined)
  nt | ? | ?
- CCOc1cc(NC(=S)NCCCN2CCOCC2)c(OCC)cc1NC(=O)c1cccs1
  -3% | -25% | 5%
- O=C1CC(c2ccccc2)CN1C(=O)c1cccc([N+](=O)[O-])c1 (centres undefined)
  -2% | 1% | -24%
- Cc1sc2ncn(CC(=O)Nc3ccccc3F)c(=O)c2c1-c1ccccc1
  -5% | ? | 3%
- CCCCC1CCC(C(=O)N(CCOC)c2c(N)n(CC(C)C)c(=O)[nH]c2=O)CC1 (centres undefined)
  -2% | ? | 9%
- Cc1ccc(NC(=S)N(CCN(C)C)Cc2cc3cc(C)ccc3[nH]c2=O)cc1
  -11% | ? | ?
- CCOc1cc2[nH]c(=S)n(CCCOC)c(=O)c2cc1OCC
  -3% | ? | -6%
- c1ccc2c(CCN3CCNC[C@H]3Cc3cccc4ccccc34)cccc2c1
  0% | ? | 21µM*
- COc1ccccc1NC(=O)c1ccccc1NC(=O)c1ccccn1
  -18% | ? | ?
- COc1ccc([C@@H]2OC2(C(N)=O)C(N)=O)cc1
  0% | 38%[activator] | -2%
- C[C@H]1CN([C@@H](C)CO)C(=O)CCCn2nncc2CO[C@H]1CN(C)C(=O)CCC(F)(F)F
  nt | -16% | -1%
- Nc1cc(=O)[nH]c(SCC(=O)Nc2cccc([N+](=O)[O-])c2)n1
  -5% | 26% | 3%
- CCCCc1nnc2c(N(C)S(=O)(=O)c3ccc(C)cc3)nc3ccccc3n12
  0% | ? | -27%
- Cc1ccc(C2=Nc3ccccc3N(CC(=O)Nc3ccccc3F)C(=O)C2)cc1C
  -10% | 26µM* | 23µM*
- CCOc1ccc(-c2cc3c(=O)n(Cc4nc(-c5ccccc5OCC)oc4C)ccn3n2)cc1Cl
  -4% | -1% | -6%
- Cc1ccccc1OCC(=O)OCC(=O)Nc1ccc2c(c1)OCCO2
  ? | -2% | -2%
- COc1ccc(C(=O)Nn2cnc3scc(-c4cccs4)c3c2=O)c(O)c1
  2% | ? | -3%
- O=C(Nc1ccccc1)c1ccc(CN2CCC(Cc3ccccc3)CC2)cc1
  nt | ? | ?
- CC(C)NC(=O)C1(C)CCN1C(=O)C1(c2ccccc2)CC1 (centres undefined)
  nt | -24% | ?
- CC(NC(=O)COC(=O)c1ccccc1F)C1CC2CCC1C2 (centres undefined)
  -2% | -30% | -17%

Of the compounds above, these have a nitro group on carbon.
Each structure is followed by: GCN5L2 inh | TDP1 cell noCPT | TDP1 cell CPT
- O=C1CC(c2ccccc2)CN1C(=O)c1cccc([N+](=O)[O-])c1 (centres undefined)
  -2% | 1% | -24%
- Nc1cc(=O)[nH]c(SCC(=O)Nc2cccc([N+](=O)[O-])c2)n1
  -5% | 26% | 3%

Given with tabs: part of the list above.
Molecule	GCN5L2 inh	TDP1 cell noCPT	TDP1 cell CPT
Cc1ccc(C2=Nc3ccccc3N(CC(=O)Nc3ccccc3F)C(=O)C2)cc1C	-10%	26µM*	23µM*
CCOc1ccc(-c2cc3c(=O)n(Cc4nc(-c5ccccc5OCC)oc4C)ccn3n2)cc1Cl	-4%	-1%	-6%
Cc1ccccc1OCC(=O)OCC(=O)Nc1ccc2c(c1)OCCO2	?	-2%	-2%
COc1ccc(C(=O)Nn2cnc3scc(-c4cccs4)c3c2=O)c(O)c1	2%	?	-3%
O=C(Nc1ccccc1)c1ccc(CN2CCC(Cc3ccccc3)CC2)cc1	nt	?	?
CC(C)NC(=O)C1(C)CCN1C(=O)C1(c2ccccc2)CC1 (centres undefined)	nt	-24%	?

Carrying on.
Each structure is followed by: GCN5L2 inh | TDP1 cell noCPT | TDP1 cell CPT
- O=C(CN(c1ccc(F)cc1)S(=O)(=O)c1ccc2c(c1)OCCO2)Nc1ccccc1
  0% | -15% | -17%
- COc1ccc(C(=O)N2CCN(C(=O)c3cc(OC)c(OC)c(OC)c3)CC2)cc1
  -7% | -4% | 11%
- COc1ccc(OCC(=O)N2CCc3ccccc3C2)cc1
  -7% | 2% | -5%
- O=C(c1cccc(F)c1)N1CCC[C@@]2(CCN(c3ccccn3)C2)C1
  -2% | -21% | -1%
- CCOC(=O)C1CCN(C(=O)c2ccc(S(=O)(=O)Nc3ccccc3Cl)cc2)CC1
  -3% | 12µM* | ?
- O=C(Cn1cnc2sc(-c3ccccc3)cc2c1=O)NCc1ccccc1
  -30% | 5.2µM* | 3.7µM*

These rows are one share of the data, so the mix of outcomes need not match the whole.
